TGFb inhibitor: inhibitors of TGF-b signaling. HepG2 CAGA-GFP TGF-b/SMAD3 reporter, GFP fluorescence, 18 h; TGF-beta stimulated, 500 pg/mL final. Potency, µM (titrated, usually from 46.1 µM), for the others: at the highest dose activity, negative = inhibition, actives largely listed as inhibitors. 1.2% of 410,000 active; also: % is scaled to controls: 0 for no effect and ±100 for the full control effect; nearly all actives have a fitted effect of over 65% in size
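First, reporter cells (HEPG2 CAGA-GFP) rested 2 h at 37 degrees C. Next, compounds were pinned in and TGF-beta added to 500 pg/mL final. After 18 h, GFP was imaged per cell and summed per well.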
MCF10A rereplic: inducers of DNA re-replication in MCF 10A breast cells | MCF 10A DNA re-replication, Hoechst nuclear intensity, 48 h | 2.9% of 350,000 active | Potency, µM (highest dose often 46.1 µM), inactives show at the highest dose activity, positive = re-replication, hits mostly activators | AID 624296; also: % of control where 0% means no effect; nearly all actives have a fitted effect of over 50% in size
S2 tox: reduces viability in counter-screen for ATXN expression inhibitors | S2 cells (HEK-293 line with an ATXN2-luciferase reporter) viability, CellTiter-Fluor protease fluorescence, 24 h | Potency, µM (series often up to 56.7 µM), actives largely listed as cytotoxic | 0.49% of 400,000 active | AID 651635; also: nearly all actives have a fitted effect of over 40% in size
HepG2 tox: HepG2 cytotoxicity, counter-screen for TGF-b inhibitors | HepG2 CAGA-GFP viability, ATP luminescence, 18 h | Potency, µM (top dose mostly 46.1 µM), for inactives: at the highest dose activity change, negative = cytotoxicity, actives largely listed as cytotoxic | 0.76% of 410,000 active; also: some results filed as inactive show a strong effect at the top dose
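CellTiter-Glo luminescence gave cytotoxicity after 18 hours at 37 degrees C. The cells were HepG2 CAGA-GFP in 1% FBS DMEM, stimulated with 500 pg/mL TGF-beta after compound addition. %Activity was normalised to no-cell wells (complete cell-killing) and DMSO (no toxicity), and curves were fitted and classified.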
Nrf2 activator: activates Nrf2 signaling. 0.31% of 410,000 active. Potency, µM (series often up to 46.1 µM), without a hit: top-dose activation, usual class: activators. AREc32 ARE-luciferase reporter (MCF7-derived line), luminescence, 24 h; also: % of control where 0% means no effect; nearly all actives have a fitted effect of over 65% in size
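AREc32 cells carrying an ARE-driven firefly luciferase, 1000 cells/well in OPTI-MEM with 5% FBS, dosed after overnight attachment and incubated 24 hr at 37 deg C. Steady-Glo luminescence read after 30 min at RT.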
ATXN2 expr inh: ATXN2 expression inhibition | HEK-293 ATXN2-luciferase reporter, luminescence, 24 h | 0.72% of 360,000 active | AID 1745845 | Potency, µM (highest dose often 57 µM), for inactives: top-dose activity change, negative = inhibition, actives largely listed as inhibitors; also: % is scaled to controls: 0 for no effect and ±100 for the full control effect; nearly all actives have a fitted effect of over 55% in size
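ATXN2-luciferase reporter cells (luciferase flanked by upstream and downstream ATXN2 gene portions) were treated 24 h at 37 °C with compounds at up to 57 uM. SteadyGlo luminescence gave expression; GF-AFC fluorescence gave viability.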
Active calls of the source: *; i = inactive; ? = inconclusive; · = not tested or not shown; [ ] = remark or other dose. Calls follow the shape of the dose curve; as a rule, active = well fitted curve in the direction sought with a large enough effect; inconclusive = small, poorly fitted or top-dose-only effect, or another doubt; inactive = no such curve, though single readings can be large; an effect the other way counts as inactive or inconclusive. Potency is read from the fitted curve at half-maximal effect. An excerpt. The share of hits here may be higher or lower than overall.

no.	mol	HepG2 tox	MCF10A rereplic	S2 tox
1	c1ccc2c(c1)[I+]c1ccccc1-2	-55%	·	·
2	C=C1C=C(C(F)F)n2ncc(C(=O)NCc3ccccc3F)c2N1	-8%	·	·
3	ClCCN(CCCl)/C(=C\c1ccccc1)c1ccnc2ccccc12	-42%	·	·
4	COc1ccc(C(=O)CN2CCOCC2)cc1	-42%	·	·
5	C[N+](C)(C)CC(=O)[O-]	·	3%	i
6	COC1=CC(C)=C[C@@H](C)[C@@H](O)[C@@H](C)CC(C)=CC=C[C@H](OC)[C@H]([C@@H](C)[C@@H](O)[C@H](C)[C@@]2(O)C[C@@H](O)[C@H](C)[C@@H](C(C)C)O2)OC1=O	·	·	·
7	N#C[C@H](O[C@@H]1O[C@H](CO[C@@H]2O[C@H](CO)[C@H](O)[C@H](O)[C@H]2O)[C@H](O)[C@H](O)[C@H]1O)c1ccccc1	·	·	·
8	COC1(CS(=O)c2ccccc2)CCN(CCc2c[nH]c3ccc(F)cc23)CC1 (stereo not given)	·	·	·
9	CCOC(=O)c1c(C(C#N)=CN)c2ccc(Cl)c(Cl)c2n1C	·	·	·
10	O=[N+]([O-])c1ncc[nH]1	·	·	·
11	Cc1cc(SCc2sc(-c3ccc(C(F)(F)F)c(F)c3)nc2C)ccc1OCC(=O)O	·	·	·
12	CC1=C(O)C(=O)C=C2C1=CC=C1[C@@]2(C)CC[C@@]2(C)[C@@H]3C[C@](C)(C(=O)O)CC[C@]3(C)CC[C@]12C	·	·	·

no.	ATXN2 expr inh	TGFb inhibitor	Nrf2 activator
1	·	?	·
2	·	-4%	·
3	·	?	·
4	·	?	·
5	·	·	·
6	?	·	·
7	?	·	·
8	-20%	·	·
9	?	·	·
10	-3%	·	·
11	15%	·	·
12	2.4µM*	·	·

Look-ups from the entries so far:
Reading for CC1=C(O)C(=O)C=C2C1=CC=C1[C@@]2(C)CC[C@@]2(C)[C@@H]3C[C@](C)(C(=O)O)CC[C@]3(C)CC[C@]12C in ATXN2 expr inh: 2.4µM*
Reading for C=C1C=C(C(F)F)n2ncc(C(=O)NCc3ccccc3F)c2N1 in TGFb inhibitor: -4%
Reading for COc1ccc(C(=O)CN2CCOCC2)cc1 in HepG2 tox: -42%
Reading for c1ccc2c(c1)[I+]c1ccccc1-2 in HepG2 tox: -55%
Reading for Cc1cc(SCc2sc(-c3ccc(C(F)(F)F)c(F)c3)nc2C)ccc1OCC(=O)O in ATXN2 expr inh: 15%

More results.
no.	mol	HepG2 tox	MCF10A rereplic	S2 tox
13	COc1cccc2c1[C@]13CCN(CC4CC4)[C@H](C2)[C@]1(OC)CCC(=O)C3	·	·	·
14	CN(C)CCN(C)CCc1ccc(Cl)c(Cl)c1	·	·	·
15	CCNC(=O)C[C@@H]1N=C(c2ccc(Cl)cc2)c2cc(OC)ccc2-n2c(C)nnc21	·	·	·
16	Cc1ccccc1-n1c(Cn2cnc3c(N)ncnc32)nc2cccc(C)c2c1=O	·	·	·
17	CC(O)=C(C#N)C(=O)Nc1cc(Br)ccc1Br	·	·	·
18	CCN1CCN(C(=O)Cc2ccc(Nc3ncc(F)c(Nc4ccc(C(=O)Nc5ccccc5Cl)cc4)n3)cc2)CC1	·	·	·
19	C[C@]12CC[C@H]3[C@@H](CCC4=CC(=O)CC[C@@]43C)[C@H]1CC[C@H]2O	·	·	·
20	C1=C2CCCN[C@H]2[C@@H]2C[C@H]1[C@@H]1CCCCN1C2	·	·	·
21	CSCC[C@@H](NC(=O)[C@@H](Cc1ccccc1)NC(=O)CNC(=O)CNC(=O)[C@@H](N)Cc1ccc(O)cc1)C(=O)O	·	·	·
22	CC(=O)OCC1=C(C(=O)O)N2C(=O)[C@@H](N)[C@@H]2SC1	·	2%[20.6 µM]	·
23	CCC(C(=O)O)C1CCC(C)C(C(C)C(O)C(C)C(=O)C(CC)C2OC3(C=CC(O)[C@@]4(CC[C@](C)(C5CC[C@@](O)(CC)C(C)O5)O4)O3)C(C)CC2C)O1 (stereo not given in full)	·	?	·
24	O=C(N[C@@H]1N=C(c2ccccc2F)c2cccc3c2N(CC3)C1=O)c1cc2ccccc2[nH]1	·	·	i

no.	ATXN2 expr inh	TGFb inhibitor	Nrf2 activator
13	-10%	·	·
14	?	·	·
15	63%[activator]	·	·
16	?	·	·
17	8%	·	·
18	24µM*	·	·
19	-1%	·	·
20	-16%	·	·
21	5%	·	·
22	9%	·	·
23	7.7µM*	·	·
24	84%[activator]	·	·

(further entries)
no.	mol	HepG2 tox	MCF10A rereplic	S2 tox
25	ClCCCN1CCN(c2cccc(Cl)c2)CC1	·	·	i
26	CC[C@H]1C[C@H]2[C@@H]3CCC4=CC(=O)CC[C@@H]4[C@H]3CC[C@]2(C)[C@H]1O	·	·	i
27	CCCCC1C(=O)NC(=O)N(C2CCCCC2)C1=O (stereo not given)	·	·	i
28	C[C@@H]1CC2=CC(=O)CC[C@@H]2[C@H]2CC[C@@]3(C)[C@@H](CC[C@]3(C)O)[C@@H]21	·	·	i
29	C[C@]12CCC(=O)C=C1CC[C@@H]1[C@H]3CC[C@](C)(O)[C@@]3(C)CC[C@@H]12	·	·	?
30	CCN(CCO)CCn1c(Cc2ccccc2)nc2c1c(=O)n(C)c(=O)n2C	·	·	i
31	CCN(CC)CCc1c[nH]c2ccccc12	·	·	i
32	COc1ccc2[nH]cc(CCN(C(C)C)C(C)C)c2c1	·	·	?
33	CC(Cc1ccc2c(c1)OCO2)NO (stereo not given)	·	·	i
34	O=C(O)COc1nc(Cl)c(Cl)cc1Cl	·	·	i
35	CC1(C)C(C=C(Cl)Cl)C1C(=O)OC(C#N)c1cccc(Oc2ccccc2)c1 (stereo not given)	·	·	i
36	CCN[C@@H](C)Cc1ccccc1	·	·	i

no.	ATXN2 expr inh	TGFb inhibitor	Nrf2 activator
25	0%	·	·
26	-18%	·	·
27	11%	·	·
28	-10%	·	·
29	?	·	·
30	-2%	·	·
31	25%[222 µM]	·	·
32	?	·	·
33	-22%[116 µM]	·	·
34	3%[116 µM]	·	·
35	-4%	·	·
36	12%[116 µM]	·	·

(cont.)
no.	mol	HepG2 tox	MCF10A rereplic	S2 tox
37	CC[N+]1(CC)CCC(OC(=O)C(O)(c2ccccc2)c2ccccc2)C1 (stereo not given)	·	·	i
38	COc1cccc2c1C(=O)c1c(O)c3c(c(O)c1C2=O)C[C@@](O)(C(=O)CO)CC3OC1CC(N2CCOC(OC)C2)C(O)C(C)O1 (stereo not given in full)	·	·	45µM*
39	Nc1ccc(Cl)cc1	·	·	i
40	C=CCN1CC[C@]23CCCC[C@H]2[C@H]1Cc1ccc(O)cc13	·	·	i
41	CC(C(O)c1ccccc1)N(C)C/C=C/c1ccccc1 (stereo not given)	·	·	i
42	CC#C[C@]1(O)CC[C@H]2[C@@H]3C[C@H](C)C4=CC(=O)CC[C@]4(C)[C@H]3CC[C@@]21C	·	·	i
43	CCOCCOC(C)=O	·	·	i
44	C[C@@H]1[C@H](O)[C@@H](C)C=CC=CCCC=CC=CC=CC=C[C@H](O[C@H]2O[C@@H](C)[C@H](O)[C@@H](N)[C@@H]2O)CC2O[C@](O)(C[C@@H](O)[C@H](O)CC[C@@H](O)C[C@@H](O)C[C@@H](O)CC(=O)O[C@H]1C)C[C@H](O)[C@H]2C(=O)O	·	·	i
45	Cn1cc(C2=C(c3cn(C4CCN(Cc5ccccn5)CC4)c4ccccc34)C(=O)NC2=O)c2ccccc21	·	·	i
46	O=C1CN2CCOC2(c2ccccc2Cl)c2cc(Cl)ccc2N1 (stereo not given)	·	·	i
47	CC1COC2(c3ccccc3Cl)c3cc(Cl)ccc3NC(=O)CN12 (stereo not given)	·	·	i
48	COc1cc(CC#N)cc(OC)c1OC	·	·	i

no.	ATXN2 expr inh	TGFb inhibitor	Nrf2 activator
37	4%	·	·
38	28µM*	·	·
39	-1%[116 µM]	·	·
40	-2%	·	·
41	-20%	·	·
42	-27%	·	·
43	5%[116 µM]	·	·
44	10%	·	·
45	?	·	·
46	5%	·	·
47	4%	·	·
48	4%	·	·

The list goes on.
no.	mol	HepG2 tox	MCF10A rereplic	S2 tox
49	COc1cc(N)c(Cl)cc1C(=O)NC1CN2CCC1CC2 (stereo not given)	·	·	i
50	CN1CC[C@]23c4c5ccc(O)c4O[C@H]2[C@@H](O)C=C[C@H]3[C@H]1C5	·	·	i
51	CCOC(=O)[C@]12Cc3cc(OC)ccc3[C@H]1N(C)C(=O)c1cc(OC)ccc12	·	·	14µM*
52	CCCCCN1C(=O)c2ccccc2[C@@]2(C(=O)OCC)Cc3cc(OC)ccc3[C@@H]12	·	·	13µM*
53	Clc1cccc(SC2CCNCC2)n1	·	-1%	i
54	Nc1ccc(N)cc1	·	-10%	?
55	Cc1c(Cl)c(=O)oc2cc(OP(=O)(OCCCl)OCCCl)ccc12	·	2%	?
56	O=C(NC(O)C(Cl)(Cl)Cl)NC(O)C(Cl)(Cl)Cl (stereo not given)	·	3%	i
57	CC(C)(C)c1ccc(O)cc1	·	-2%	i
58	O=C(O)c1ccc2[nH]cc(CCCCN3CC=C(c4ccccc4)CC3)c2c1	·	0%	i
59	O=C1NCN(c2ccccc2)C12CCN(CC1COc3ccccc3O1)CC2 (stereo not given)	·	1%	i
60	CCN(C(C)=O)c1cccc(-c2ccnc3c(C#N)cnn23)c1	·	-1%	i

no.	ATXN2 expr inh	TGFb inhibitor	Nrf2 activator
49	0%	·	·
50	52%[activator][116 µM]	·	·
51	?	·	-3.5%
52	?	·	-3.4%
53	-1%	·	·
54	?	·	·
55	-22%	·	·
56	6%	·	·
57	-5%	·	·
58	-3%	·	·
59	2%	·	·
60	30%	·	·

Single records (already shown). Order of values: HepG2 tox	MCF10A rereplic	S2 tox	ATXN2 expr inh	TGFb inhibitor	Nrf2 activator
Results for `N#C[C@H](O[C@@H]1O[C@H](CO[C@@H]2O[C@H](CO)[C@H](O)[C@H](O)[C@H]2O)[C@H](O)[C@H](O)[C@H]1O)c1ccccc1` : ·	·	·	?	·	·
Results for `Cc1cc(SCc2sc(-c3ccc(C(F)(F)F)c(F)c3)nc2C)ccc1OCC(=O)O` : ·	·	·	15%	·	·

Carrying on.
no.	mol	HepG2 tox	MCF10A rereplic	S2 tox
61	Cc1ccc(Cl)c(O)c1	·	2%	i
62	FC(F)(F)c1cccc(C2=CCN(CCc3ccc4ccccc4c3)CC2)c1	·	3%	i
63	C[C@]12C/C(=C/O)C(=O)C[C@@H]1CC[C@@H]1[C@@H]2CC[C@@]2(C)[C@H]1CC[C@]2(C)O	·	?	?
64	C#CCOC(C(=O)OCCN(C)C)(c1ccccc1)c1ccccc1	·	7%	i
65	Nc1nc(N)nc(NC2CC2)n1	·	3%	i
66	NC(=O)CS(=O)C(c1ccccc1)c1ccccc1 (stereo not given)	·	0%	i
67	CCCCC/C=C\C/C=C\C/C=C\C/C=C\CCCC(=O)NCC(=O)O	·	-2%[4.21 µM]	i
68	C[C@]12CC[C@H]3[C@@H](CC=C4C[C@@H](O)CC[C@@]43C)[C@@H]1CC[C@@H]2O	·	2%	i
69	CCCCCCCCCC(=O)O[C@H]1CC[C@H]2[C@@H]3CCC4=CC(=O)CC[C@@H]4[C@H]3CC[C@]12C	·	-9%	i
70	CC(=O)Oc1ccccc1C(=O)Nc1ncc([N+](=O)[O-])s1	·	?	40µM*
71	N#Cc1nn(-c2c(Cl)cc(C(F)(F)F)cc2Cl)c(N)c1S(=O)C(F)(F)F (stereo not given)	·	1%	i

no.	ATXN2 expr inh	TGFb inhibitor	Nrf2 activator
61	17%	·	·
62	3%	·	·
63	?	·	·
64	19%	·	·
65	1%	·	·
66	14%	·	·
67	12%	·	·
68	2%	·	·
69	3%	·	·
70	?	·	·
71	-19%	·	·

Screens (PubChem BioAssay)
